# GDH-TPI counter = inhibits GDH-TPI coupling enzymes, artifact for Mtb FBA screen; GDH-TPI coupled enzyme counterscreen, NADH absorbance; inhibition, % at 4.8 µM; 360,000 tested, 1.2% active; in the data active means inhibition above about 30%;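 further: 0% = DMSO wells and 100% = wells lacking the enzyme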
# PriA SSB inh = blocks PriA binding to SSB C-terminal tail | AlphaScreen SSBct-PriA binding, biotinylated peptide | inhibition, % at 33 µM | 430,000 tested, 0.6% active | AID 1272365; in the data active means inhibition mostly above about 37%, no sharp cut-off; inactive means mostly below about 20%;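 further: plate controls were negative control peptide for no effect and reference peptide for full effect; strong numbers were not always called active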
# Mtb UGM inh = blocks M. tuberculosis UGM enzyme | purified UGM, fluorescence polarization probe displacement | inhibition, % at 10 µM | 320,000 tested, 0.06% active; in the data active means inhibition above about 10%, passing the limit was not always enough
# Target sequence (P9WIQ1 whole entry, looked up): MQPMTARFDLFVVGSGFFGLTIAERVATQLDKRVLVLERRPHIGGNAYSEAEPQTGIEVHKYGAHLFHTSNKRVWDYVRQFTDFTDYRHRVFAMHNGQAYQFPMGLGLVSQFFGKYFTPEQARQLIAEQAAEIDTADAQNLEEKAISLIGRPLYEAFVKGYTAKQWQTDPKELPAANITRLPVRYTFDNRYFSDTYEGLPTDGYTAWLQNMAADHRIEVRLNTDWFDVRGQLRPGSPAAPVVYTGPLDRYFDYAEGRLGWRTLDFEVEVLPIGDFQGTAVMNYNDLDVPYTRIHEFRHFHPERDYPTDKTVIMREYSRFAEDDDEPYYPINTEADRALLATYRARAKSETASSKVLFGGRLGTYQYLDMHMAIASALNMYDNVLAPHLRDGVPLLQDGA
# Mtb FBA inh = inhibits M. tuberculosis FBA enzyme. P9WQA3. purified M. tuberculosis FBA, fluorescence read-out. inhibition, % at 1 µM. 360,000 tested, 2.3% active. AID 588726; in the data active means inhibition above about 27%;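 further: 0% = vehicle and 100% = reference inhibitor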
# BH1578 lux ind = induces V. cholerae light production without autoinducers. 350,000 tested, 0.16% active. V. cholerae BH1578 lux reporter, luminescence, 6 h. activation, % at 18.7 µM; in the data active means activation mostly above about 9.7%, no sharp cut-off; further: not every result past the cut was called active; inactives centre near 0; reference of the scale not given here
# MazEF act = MazEF (E. coli) toxin RNase activation; P0AE70; FAM/BHQ RNA-DNA oligo cleavage fluorescence, 5 h; activation, % at 20 µM; 350,000 tested, 0.32% active; AID 504720; in the data active means activation above about 50%
# Target sequence (P0AE70 whole entry, looked up): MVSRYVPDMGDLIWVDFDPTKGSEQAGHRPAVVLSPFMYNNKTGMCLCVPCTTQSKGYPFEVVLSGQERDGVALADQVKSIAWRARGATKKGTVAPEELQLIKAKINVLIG
# Mtb BioA inh = BioA (M. tuberculosis) enzyme inhibition | inhibition, % at 9.99 µM | 360,000 tested, 0.096% active | AID 602481 | purified M. tuberculosis BioA enzyme, plate reader; in the data active means inhibition above about 40%
# VHR inh abs = blocks human VHR1 dual specificity phosphatase | P51452 | recombinant VHR phosphatase, pNPP absorbance | inhibition, % at 13.3 µM | 290,000 tested, 0.52% active; in the data active means inhibition above about 50%; further: some compounds called inactive have numbers as strong as hits
# Target sequence (P51452 whole entry, looked up): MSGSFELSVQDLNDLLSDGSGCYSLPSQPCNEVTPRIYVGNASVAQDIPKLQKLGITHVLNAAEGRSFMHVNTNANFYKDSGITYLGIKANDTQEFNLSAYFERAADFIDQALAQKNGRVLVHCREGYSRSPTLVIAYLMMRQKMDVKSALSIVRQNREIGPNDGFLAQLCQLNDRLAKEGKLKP
# 3CLpro inhibitor = SARS-CoV 3CLpro protease inhibition; P0C6X7; recombinant SARS-CoV 3CLpro, quenched FRET peptide cleavage; inhibition, % at 6 µM; 290,000 tested, 0.14% active; AID 1706; in the data active means inhibition above about 12%
# Rv3671c inh = inhibitors of M. tuberculosis serine protease Rv3671c; P9WHR9; inhibition, % at 5.96 µM; 320,000 tested, 0.048% active; in the data active means inhibition above about 38%;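 further: extracellular domain of Rv3671c used as enzyme; 0% = enzyme with DMSO and 100% = no enzyme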
# Active calls of the source: *; i = inactive; x = no result given; & = joins results of further samples. These rows are one share of the data, so the mix of outcomes need not match the whole.
SMILES,GDH-TPI counter,PriA SSB inh,Mtb UGM inh,Mtb FBA inh,BH1578 lux ind,MazEF act,Mtb BioA inh,VHR inh abs,3CLpro inhibitor,Rv3671c inh
COc1cc(OC)c(NC(=O)c2cc(S(=O)(=O)N3CCOCC3)cn2C)cc1Cl,17,5,-1.6,5,1.1,-2,-1.0,29,-1,11
C=CCSC1=C(C#N)C(c2ccccc2Cl)C(C(=O)c2cccs2)C(O)(C(F)(F)F)N1 (centres undefined),0,14,-0.4,-2,-0.6,-5,0.5,-8,6,-15
CCCSc1ncnc2[nH]ncc12,5,-10,x,1,-2.9,3,-1.6,x,x,x
O=C1OC(c2cc(Br)c(O)c(Br)c2)c2ccccc21 (centres undefined),9,-9,x,6,x,9,x,x,x,x
O=C(Nc1ccc(N2C(=O)C3C4C=CC(C4)C3C2=O)cc1Cl)c1cccs1 (centres undefined),-5,-12,0.7,9,0.7,4,x,17,2,2
COCc1cc(C)n(CC(=O)NCC2CCCO2)c(=O)c1C#N (centres undefined),2,-6,0.2,17,-0.3,2,0.0,32,-2,-3
CCN1CCN(S(=O)(=O)c2ccc3c(c2)OCCO3)CC1,2,-9,2.5,-5,i,-5,-2.2,19,1,4
CCN1CCN(C(c2cccs2)C(C)NC(=O)c2ccccc2OC)CC1 (centres undefined),1,-6,0.2,4,-0.2,0,-0.7,-2,0,9
CN1CCN(C(=O)c2cc3sc4ccccc4c3s2)CC1,-4,5,1.4,4,-0.4,1,13,17,4,-7
O=S(=O)(Nc1nc(SCc2ccc(Cl)cc2)n[nH]1)c1ccccc1,5,5,0.7,-1,-0.4,23,0.5,1,0,0
O=c1c2sccc2n(Cc2ccc(F)cc2)c(=O)n1-c1ccc(F)cc1,1,-13,2.7,-3,-0.7,-3,x,-10,3,-3
O=C(c1ccco1)N1CCN(c2c([N+](=O)[O-])nn(-c3cccc(Cl)c3)[n+]2[O-])CC1,10,9,3.8,2,-3.7,9,1.5,0,4,0
Cn1cc(/C=C/C(=O)c2ccccc2)c2ccccc21,6,-9,1.3,-9,5.0,-12,0.2,26,2,-3
CN1CCN(CC(=O)NN(Cc2ccccc2)c2ccccc2)CC1,-9,2,-0.5,2,i,3,-1.3,0,5,11
OC(CNCc1ccccn1)c1ccccc1 (centres undefined),-3,-10,-2.4,1,-0.1,1,x,8,-3,-3
Cc1nc2cc(-c3ccccc3)nn2c(C)c1CCC(=O)N1CCN(c2ccccc2)CC1,22,-4,4.3,3,x,20,1.9,-6,-2,-3
CCOCCCNC(=O)C1CCC(CNS(=O)(=O)c2cccc3nsnc23)CC1 (centres undefined),4,-11,0.2,-2,-0.7,9,0.0,43,-3,1
Cc1ccc(CN2CCc3c(OCC(=O)Nc4cc(C)ccc4C)cccc3C2=O)cc1,x,x,-0.1,x,x,x,x,3,6,-20
COC(=O)CN1C(=O)C(C)(C)Oc2ccc(C(=O)Nc3cccc(OC)c3)cc21,1,5,-1.2,0,-0.8,5,-9.4,-8,1,-5
COc1ccccc1C(=O)NC(=O)COC(=O)Cc1n[nH]c(=O)c2ccccc12,-9,-2,x,2,-2.3,4,-2.0,x,x,9
COc1ccccc1C1CC(=O)Nc2cc(C)c(C)cc21 (centres undefined),6,-9,2.1,8,i,0,-1.8,40,-1,-5
CC(=O)Nc1ccc(S(=O)(=O)Nc2cccc(-c3ccc4nncn4n3)c2)cc1,9,-11,0.2,-1,-0.2,4,x,6,-3,-9
Cc1ccc(S(=O)(=O)NCc2cccc([N+](=O)[O-])c2)cc1,3,x,x,-2,-1.4,7,1.6,x,x,x
Cc1cccc(N2CCN(C(=O)c3csc4ccccc34)CC2C)c1 (centres undefined),0,13,0.8,2,-0.2,1,0.2,3,-4,-4
COc1cc(C(=O)N2CCCC(c3cc(C(=O)NCc4ccc(F)cc4)no3)C2)cc(OC)c1C (centres undefined),3,x,x,-2,-0.4,x,-0.5,x,x,x
COc1ccc(C(=O)Nc2nc3ccccc3s2)cc1OC,1,4,0.7,3,-0.2,10,0.6,17,5,-26
COc1ccc(-c2cc(C(F)(F)F)nc(S(=O)(=O)CCCC(=O)Nc3cccc(O)c3)n2)cc1OC,9,-10,x,0,0.4,-7,5.7,30,-4,x
COc1ccc(OCc2cc(C(=O)N(C)C3CCOCC3)no2)c2ccccc12,5,-8,-1.5,3,-0.3,-19,2.9,6,-1,2
O=C(CNCc1ccco1)Nc1cc(S(=O)(=O)N2CCOCC2)ccc1N1CCOCC1,3,-3,-0.3,1,i,4,-0.6,x,x,8
CN(C)CCSc1nc(-c2ccccc2)nc2c1CCCC2,3,-6,-1.0,1,i,12,-0.5,9,-1,-10
Cc1ccc(OCCC(=O)Nc2ccc3c(c2)OCCCO3)cc1,-1,-3,-2.9,-2,-2.7,5,x,x,x,-8
O=C(OCc1ccccc1)N1CCC2CC1c1cc(-c3ccc(F)cc3)ccc12 (centres undefined),1,-7,x,1,i,-3,-1.3,x,x,x
CC/C(O)=C(/C#N)c1nnc2n1CCCCC2,0,4&0,2.4,-1,-7.7,3,22,-9,4,-1
COc1ccc2[nH]c(C(=O)N/N=C/c3ccc(OC)c(O)c3)cc2c1,49*,x,2.5,0,i,18,x,7,-8,13
CC(C)(C)NC(=O)CCN(/N=C/c1ccccc1O)C1=NS(=O)(=O)c2ccccc21,13,x,1.7,-3,-0.6,15,-0.2,24,0,0
CCOC(=O)C1=NNC2(c3ccccc3)C(=O)N(c3cccc(Br)c3)C(=O)C12 (centres undefined),3,12,1.5,8,-0.2,-3,x,40,-1,0
COc1ccc(-c2coc3c(C(=O)NCC(C)C)cccc23)c(C)c1,2,x,x,0,i,x,0.8,x,x,x
CC(C)C1C(=O)NC(=S)N1S(=O)(=O)c1ccc(C(C)(C)C)cc1 (centres undefined),-5,-15,3.2,6,-1.1,4,-0.1,-2,3,-5
NS(=O)(=O)c1ccc(NC(=O)c2cc(=O)c3ccccc3o2)cc1,10,-8,-0.1,1,-1.8,-2,1.0,25,-1,-4
CCC(O)c1cc2c(cc1NC(=O)c1cccs1)OCCO2 (centres undefined),14,-10,-1.1,0,-0.9,6,0.6,13,-3,-5

# 16 structures from above, ordered by molecular weight, smallest number first.
SMILES,GDH-TPI counter,PriA SSB inh,Mtb UGM inh,Mtb FBA inh,BH1578 lux ind,MazEF act,Mtb BioA inh,VHR inh abs,3CLpro inhibitor,Rv3671c inh
CC/C(O)=C(/C#N)c1nnc2n1CCCCC2,0,4&0,2.4,-1,-7.7,3,22,-9,4,-1
Cc1ccc(S(=O)(=O)NCc2cccc([N+](=O)[O-])c2)cc1,3,x,x,-2,-1.4,7,1.6,x,x,x
COc1ccc(C(=O)Nc2nc3ccccc3s2)cc1OC,1,4,0.7,3,-0.2,10,0.6,17,5,-26
Cc1ccc(OCCC(=O)Nc2ccc3c(c2)OCCCO3)cc1,-1,-3,-2.9,-2,-2.7,5,x,x,x,-8
COc1ccc(-c2coc3c(C(=O)NCC(C)C)cccc23)c(C)c1,2,x,x,0,i,x,0.8,x,x,x
COc1ccc2[nH]c(C(=O)N/N=C/c3ccc(OC)c(O)c3)cc2c1,49*,x,2.5,0,i,18,x,7,-8,13
NS(=O)(=O)c1ccc(NC(=O)c2cc(=O)c3ccccc3o2)cc1,10,-8,-0.1,1,-1.8,-2,1.0,25,-1,-4
Cc1cccc(N2CCN(C(=O)c3csc4ccccc34)CC2C)c1 (centres undefined),0,13,0.8,2,-0.2,1,0.2,3,-4,-4
CC(C)C1C(=O)NC(=S)N1S(=O)(=O)c1ccc(C(C)(C)C)cc1 (centres undefined),-5,-15,3.2,6,-1.1,4,-0.1,-2,3,-5
O=C(OCc1ccccc1)N1CCC2CC1c1cc(-c3ccc(F)cc3)ccc12 (centres undefined),1,-7,x,1,i,-3,-1.3,x,x,x
COc1ccc(OCc2cc(C(=O)N(C)C3CCOCC3)no2)c2ccccc12,5,-8,-1.5,3,-0.3,-19,2.9,6,-1,2
CC(C)(C)NC(=O)CCN(/N=C/c1ccccc1O)C1=NS(=O)(=O)c2ccccc21,13,x,1.7,-3,-0.6,15,-0.2,24,0,0
CCOC(=O)C1=NNC2(c3ccccc3)C(=O)N(c3cccc(Br)c3)C(=O)C12 (centres undefined),3,12,1.5,8,-0.2,-3,x,40,-1,0
O=C(CNCc1ccco1)Nc1cc(S(=O)(=O)N2CCOCC2)ccc1N1CCOCC1,3,-3,-0.3,1,i,4,-0.6,x,x,8
COc1cc(C(=O)N2CCCC(c3cc(C(=O)NCc4ccc(F)cc4)no3)C2)cc(OC)c1C (centres undefined),3,x,x,-2,-0.4,x,-0.5,x,x,x
COc1ccc(-c2cc(C(F)(F)F)nc(S(=O)(=O)CCCC(=O)Nc3cccc(O)c3)n2)cc1OC,9,-10,x,0,0.4,-7,5.7,30,-4,x

# Additional compounds.
SMILES,GDH-TPI counter,PriA SSB inh,Mtb UGM inh,Mtb FBA inh,BH1578 lux ind,MazEF act,Mtb BioA inh,VHR inh abs,3CLpro inhibitor,Rv3671c inh
CC(C)(C)NS(=O)(=O)c1ccc(NC(=S)NC(=O)C2CCC2)cc1,-4,9,1.7,2,-0.3,-4,1.2,15,0,0
COc1ccc2cc(C)c3nnc(SCc4cccnc4)n3c2c1,7,-1,-0.6,0,i,11,x,26,4,2
CCOC(=O)C1(Cc2ccccc2C)CCCN(C(=O)CCC(=O)OC)C1 (centres undefined),-3,-14,0.2,3,i,-1,1.4,12,0,7
COc1ccc(OC)c(NC=C2C(=O)OC3(CCCCC3)OC2=O)c1,18,-20,-2.5,2,12,0,-1.0,40,-3,-2
CCCC1=Nc2cc(C(=O)NCc3ccco3)ccc2Sc2ccccc21,-6,13,2.0,0,1.7,-10,0.2,-4,6,-12
COCCCNC(=S)Nc1cccc(S(=O)(=O)NC2=NCCC2)c1,-7,-4,1.7,-6,-0.3,7,0.9,2,0,-2
COc1ccccc1N1CCN(C(=O)c2cc(-c3ccc(Cl)cc3)on2)CC1,2,-25,-0.2,1,-0.2,-8,-4.7,26,-7,-4
COc1ccc(NS(=O)(=O)c2cn(C)nc2C)cc1,6,2,0.3,1,i,-4,-1.7,11,1,-6
O=C(/C=C/c1ccc(Cl)cc1Cl)NCCSc1ccccc1,2,-49,-1.3,-5,-0.2,-9,x,-11,2,-35
COc1ccc(NC(=O)c2cc3c(=O)n(C)c4ccccc4c3n2C)cc1OC,17,-1,2.6,-2,-0.6,8,-1.7,29,-3,-21
N#C/C(=C\c1cccc([N+](=O)[O-])c1)C(=O)NCc1ccc(Cl)cc1,8,1,x,1,-1.0,-3,x,30,-1,x
CC(NC(=O)c1ccccc1NC(=O)c1ccccc1)C(=O)N1CCOCC1 (centres undefined),-11,-6,-5.3,1,-0.2,5,x,-4,2,0
OCC1(CCOc2ccccc2)CCN(Cc2nc3ccc(F)cc3[nH]2)CC1,-1,5,1.9,2,i,0,x,3,2,-5
CC(C)OC(=O)CSc1nc(-c2ccc(F)cc2)nc2ccc(F)cc12,-6,-2,-4.1,1,i,-10,-1.3,31,-2,-3
COc1cc(C2C3=C(CC(C)(C)CC3=O)N(C)C(=O)N2C)cc(OC)c1OC (centres undefined),15,-3,1.3,0,-0.4,-2,x,13,-2,0
O=C(Nc1ccc(Br)cc1Cl)c1cnccn1,13,-13,1.5,-1,-0.2,-2,x,-13,2,-7
